CDK5 inh: inhibitors of human CDK5/p35 kinase | Recombinant CDK5/p35, ADP-Glo luminescence, 60 min | inhibition, % at 10 µM | 0.01% of 330,000 active | AID 488839;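 active = highest replicate inhibition of at least 50% and at least 75% of replicates reaching 50%; inconclusive = only one of the two criteria met; inactive = both criteria failed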;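 also: plate controls were DMSO neutral control for no effect and GW8510 at 10 µM for full effect; many of its hits are not listed in these tables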
Target sequence (Q00535 whole entry, looked up): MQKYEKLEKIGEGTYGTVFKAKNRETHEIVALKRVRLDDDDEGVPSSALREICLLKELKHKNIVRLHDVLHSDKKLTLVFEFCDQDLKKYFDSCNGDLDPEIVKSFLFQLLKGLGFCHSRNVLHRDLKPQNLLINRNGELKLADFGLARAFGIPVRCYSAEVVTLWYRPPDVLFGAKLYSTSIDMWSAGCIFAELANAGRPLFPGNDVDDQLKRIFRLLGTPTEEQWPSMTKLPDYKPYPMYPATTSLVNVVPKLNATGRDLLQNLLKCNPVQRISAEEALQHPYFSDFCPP
Target sequence (Q15078 whole entry, looked up): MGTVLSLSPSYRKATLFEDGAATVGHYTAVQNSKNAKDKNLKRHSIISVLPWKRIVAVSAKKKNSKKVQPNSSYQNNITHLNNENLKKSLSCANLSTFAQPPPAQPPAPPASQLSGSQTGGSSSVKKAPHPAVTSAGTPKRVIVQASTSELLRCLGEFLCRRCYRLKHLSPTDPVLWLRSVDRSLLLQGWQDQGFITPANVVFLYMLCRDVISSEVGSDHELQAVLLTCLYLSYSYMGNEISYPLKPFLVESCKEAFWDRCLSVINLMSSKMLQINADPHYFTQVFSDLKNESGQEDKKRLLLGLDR
Keap1-Nrf2 PPI: inhibitors of human Keap1-Nrf2 protein-protein interaction. Q14145. Keap1 Kelch-Nrf2 peptide fluorescence polarization, 1536-well. inhibition, % at 9.4 µM. 0.15% of 340,000 active. AID 504523; in the data active = inhibition above about 12%; inconclusive = no clear call, values can overlap the other calls; inactive = below about 7.3%;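 also: human Keap1 Kelch domain with fluorescein labeled Nrf2 9mer peptide probe; 0% = neutral control wells and 100% = peptide positive control; higher means more block of Keap1 binding to Nrf2 peptide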
LANA DNA inh: inhibitors of KSHV LANA C-terminal domain DNA binding; MBP-C-LANA/FAM-LBS DNA binding, fluorescence polarization; inhibition, % at 9 µM; 0.078% of 340,000 active;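 active = highest replicate inhibition at or above 60% at 9 µM, even if other replicates fall short; inactive = all replicates below 60% inhibition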;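 also: 0% = neutral control wells and 100% = 4 µM acridine orange control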
PfHsp90 set2: reduces growth (ATP signal) of yeast expressing P. falciparum Hsp90 | S. cerevisiae expressing PfHsp90, BacTiter-Glo ATP, 48 h; yeast lacking PDR1 and PDR3 efflux regulators | inhibition, % at 9.4 µM | 0.32% of 310,000 active | AID 504621;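 active = every replicate shows inhibition above about 80%, whatever the replicate mean, limit read from the data; inconclusive = mean inhibition reaches the set limit but some replicate falls short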;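 also: 0% = DMSO neutral controls and 100% = 20 µM radicicol positive controls; yeast relying on Plasmodium falciparum Hsp90 in place of its own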
PvdQ inh: blocks Pseudomonas aeruginosa PvdQ acylase activity; purified PvdQ acylase, fluorescence plate reader; inhibition, % at 10 µM; 0.063% of 340,000 active; AID 488965; in the data active = inhibition above about 30%, passing the limit was not always enough; inconclusive = no clear call, values can overlap the other calls;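 also: 0% = vehicle neutral wells and 100% = reference inhibitor wells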
Rtt109 HAT inh: inhibitors of Candida albicans Rtt109/Vps75 histone acetyltransferase | inhibition, % at 34.9 µM | 0.16% of 330,000 active | purified Rtt109/Vps75, ThioGlo CoA-SH fluorescence, 4 h;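 active = inhibition of at least 50% in every replicate; inconclusive = best replicate reaches 50% inhibition but some replicates fall short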
Target sequence (Q5AAJ8 whole entry, looked up): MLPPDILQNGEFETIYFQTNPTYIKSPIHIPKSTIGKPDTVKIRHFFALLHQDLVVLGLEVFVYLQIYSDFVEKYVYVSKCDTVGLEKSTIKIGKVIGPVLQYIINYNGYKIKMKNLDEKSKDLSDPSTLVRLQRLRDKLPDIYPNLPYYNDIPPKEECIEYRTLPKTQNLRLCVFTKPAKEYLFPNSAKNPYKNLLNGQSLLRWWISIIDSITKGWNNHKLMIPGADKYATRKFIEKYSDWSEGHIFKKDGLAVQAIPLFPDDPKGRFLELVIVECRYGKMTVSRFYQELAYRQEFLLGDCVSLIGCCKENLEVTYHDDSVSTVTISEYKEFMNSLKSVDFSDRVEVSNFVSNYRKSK
Mot1-301 SUMO: SUMOylation pathway inhibition by Mot1-301 growth rescue. S. cerevisiae Mot1-301 growth rescue, ATP luminescence, 38.5C; percent above DMSO median, 100 means doubled. growth rescue, % at 18.8 µM. 1% of 320,000 active;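 active = every valid replicate shows activation above 250% relative to neutral control wells; inactive = the rest, any valid replicate at or below 250%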;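 also: OY570 slx delta 5 strain wells were the positive control but not used for scaling; some compounds called inactive have numbers as strong as hits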
Cardiac RTF inh: cardiac RTF calcium desensitization; IANBD-labeled cardiac RTF, Ca2+ fluorescence; inhibition, % at 7.15 µM; 0.12% of 340,000 active; AID 493244;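 active = inhibition above the mean inhibition of all tested compounds plus 3 SD, cut at about 17% in these data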;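 also: assay run at fixed EC70 calcium of 1.6 mM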
RTF Ca sens act: cardiac RTF calcium sensitization; AID 493008; IANBD-labeled TnC RTF fluorescence at EC20 calcium; 0% EC20 calcium, 100% full calcium; 0.24% of 340,000 active; P19429+P45379; activation, % at 7.2 µM;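 active = activation above the mean over all tested compounds plus 3 SD, cut at about 30% in these data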;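 also: rise in fluorescence read as greater calcium sensitivity of cardiac thin filaments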
dFosB activator: activators of mouse delta FosB homodimer | P13346 | 0.99% of 340,000 active | AID 493131 | activation, % at 25 µM | purified delta FosB, TAMRA-CDK5 oligo fluorescence polarization; percent of positive-control signal above neutral wells;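 active = mean activation above about 17%, with every replicate also reaching it, limit read from the data, passing the limit was not always enough; inconclusive = only one of the two conditions met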;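 also: fluorescence polarization rise as delta FosB binds a TAMRA Cdk5 AP-1 oligo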
NSD2 HMT inh: blocks human histone methyltransferase NSD2. O96028. NSD2 peptide methylation, AlphaScreen, 120 min. inhibition, % at 12.5 µM. 0.54% of 310,000 active; in the data active = inhibition above about 50%
* hit, by the source's call; i = inactive; ? = inconclusive; · = not tested or not shown.

Each structure is followed by: CDK5 inh	Keap1-Nrf2 PPI	LANA DNA inh	PfHsp90 set2	PvdQ inh	Rtt109 HAT inh	Mot1-301 SUMO	Cardiac RTF inh	RTF Ca sens act	dFosB activator	NSD2 HMT inh
> Cc1cc2ccccc2c(=O)n1CC(=O)Nc1ccc2c(c1)OCO2
→ -0.5	-1	3.0	2	-4	-4	-14	7	-3	?	-1
> O=C(O)/C=C\C(=O)NNC(=O)c1cc(-c2ccccc2)n[nH]1
→ -1.0	2	2.1	-2	-2	0	-19	-6	-1	-6	-17
> COC(=O)[C@H](Cc1ccccc1)NC(=O)N1CC(C)OC(C)C1 (some centres undefined)
→ 0.1	-3	-0.8	4	-11	12	-12	-18	13	-6	1
> CC(C)OCCCNC(=O)C(=O)NCCCOC(C)C
→ 0.2	0	-2.6	·	7	-2	30	-3	5	-1	0
> CCOC(=O)C1=C(COC(=O)c2ccc3ccccc3c2O)NC(=O)NC1C (centres undefined)
→ -1.2	3	13	-16	6	26	7	-34	35*	-12	-1
> CN(CC(=O)Nc1cccc(F)c1)C(=O)c1ccccc1OCC(=O)Nc1cccc(C(F)(F)F)c1
→ -1.2	1	0.7	20	-5	11	7	-9	-3	4	-1
> CCCCCC/C=C/c1ccc(OC)c([C@H]2[C@H]3C=CC[C@@H](C)[C@@H]3C(=O)N2Cc2ccccc2)c1
→ 1.3	2	-1.1	·	2	-1	130	2	0	2	·
> CCOC(=O)C1=C(C)NC(=S)NC1c1ccc(OCC(=O)N2CCCCC2)cc1 (centres undefined)
→ 1.0	-9	0.5	10	-8	1	9	-1	-6	-11	-2
> O=C(NC1=NCCS1)c1ccccc1OCc1ccc(F)cc1
→ -0.5	-3	-0.4	-8	-1	6	-1	3	-3	5	-1
> O=C(NCCN1C(=O)CSC1=O)c1ccccc1
→ 0.5	1	0.3	-24	0	-5	50	0	-7	3	-5
> Cc1cc(NC(=O)CSc2nc3sc4c(c3c(=O)n2C)CCCC4)no1
→ -2.3	-3	-0.4	0	3	-7	-1	-3	1	4	-2
> c1ccc(-c2nnc(Cn3c4ccccc4c4nc5ccccc5nc43)o2)cc1
→ -0.6	-1	0.3	-9	-18	-6	·	-4	5	4	-3
> CC(=Nc1ccccc1)Nc1ccccc1
→ 0.5	-1	-0.7	-6	1	4	-16	7	-2	-8	-1
> Cc1nnc2c(NCCc3ccccc3)nc3ccccc3n12
→ -0.8	-3	-2.4	-11	-10	-4	6	2	-2	-1	-4
> O=C(NNC(=O)C1CC1c1ccccc1)c1ccccc1[N+](=O)[O-] (centres undefined)
→ 0.9	-2	-2.4	20	2	11	20	-16	4	-1	3
> O=C(NCC1(c2ccccc2)CCCC1)C(=O)NCC1(c2ccccc2)CCCC1
→ 0.4	-2	0.1	-2	-15	2	·	0	4	-11	-6
> COc1ccccc1Nc1nc(N)nc(CSC(=S)N2CCN(c3ccccc3)CC2)n1
→ 3.0	-4	0.3	-5	2	6	·	-5	-1	-10	1
> Cc1ccsc1/C=C(\C#N)C(=O)NC1CCS(=O)(=O)C1 (centres undefined)
→ 0.1	-2	2.2	5	11	2	6	8	-3	-4	-4
> Cc1ccc(NC(=S)NNc2ccc([N+](=O)[O-])cc2S(=O)(=O)Nc2ccccc2C(=O)O)cc1C
→ 9.6	0	4.7	-16	7	-4	6	-4	-4	-2	44
> COc1ccc(NC(=O)CCCC2CCCCC2)c(OC)c1
→ 0.2	3	-0.6	6	0	-10	34	1	-6	-1	-2

Continued; it opens with the 5 that closed the last part.
Each structure is followed by: CDK5 inh	Keap1-Nrf2 PPI	LANA DNA inh	PfHsp90 set2	PvdQ inh	Rtt109 HAT inh	Mot1-301 SUMO	Cardiac RTF inh	RTF Ca sens act	dFosB activator	NSD2 HMT inh
> O=C(NCC1(c2ccccc2)CCCC1)C(=O)NCC1(c2ccccc2)CCCC1
→ 0.4	-2	0.1	-2	-15	2	·	0	4	-11	-6
> COc1ccccc1Nc1nc(N)nc(CSC(=S)N2CCN(c3ccccc3)CC2)n1
→ 3.0	-4	0.3	-5	2	6	·	-5	-1	-10	1
> Cc1ccsc1/C=C(\C#N)C(=O)NC1CCS(=O)(=O)C1 (centres undefined)
→ 0.1	-2	2.2	5	11	2	6	8	-3	-4	-4
> Cc1ccc(NC(=S)NNc2ccc([N+](=O)[O-])cc2S(=O)(=O)Nc2ccccc2C(=O)O)cc1C
→ 9.6	0	4.7	-16	7	-4	6	-4	-4	-2	44
> COc1ccc(NC(=O)CCCC2CCCCC2)c(OC)c1
→ 0.2	3	-0.6	6	0	-10	34	1	-6	-1	-2
> Cc1ccccc1OCC(=O)N1CCCc2ccccc21
→ -0.8	1	-0.6	-1	-8	-3	-4	-4	1	-5	-2
> CC(OCCN1CCCC1)(c1ccc(F)cc1)c1ccc(F)cc1
→ 0.7	0	-0.5	3	-10	-18	-4	-12	0	-6	3
> O=C(O)COCC(=O)Nc1ccc2c(c1)ncn2CCc1ccccc1
→ -0.7	3	2.1	-7	7	-4	-10	2	-4	-3	-3
> COc1ccc(OCCN2C(=O)c3ccccc3C2=O)c([N+](=O)[O-])c1
→ 0.7	-4	-0.2	27	-3	4	9	-3	-3	0	1
> COc1ccc(NC(=O)c2ccccc2NC(=O)c2ccccc2C(=O)O)c(OC)c1
→ 0.0	2	-1.2	-3	-6	8	-1	-8	3	0	12
> Cc1cc(C)n(/N=C/c2ccc(O)cc2)c(=O)c1C#N
→ 0.2	-2	-0.8	-12	-9	2	4	0	-4	-1	-1
> COc1ccccc1C(=O)N1CCN(c2cccc(C(F)(F)F)c2)CC1
→ 0.1	1	-0.4	24	-17	4	153	-2	2	-10	-2
> Cc1cnc(C(=O)Nc2ccc(C)c(S(=O)(=O)N3CCCCCC3)c2)cn1
→ -0.4	-5	-0.7	3	-11	-13	·	-1	-2	-20	-2
> CCc1cccc(NC(=O)CCSCCC(=O)Nc2cccc(CC)c2)c1
→ -0.5	-8	-0.8	1	-4	2	14	3	-3	-11	0
> Cc1ccc(CN(C(=O)c2csnn2)C(C(=O)NC2CCCC2)c2ccccn2)cc1 (centres undefined)
→ 0.6	-4	-0.8	-45	-9	3	-22	-9	-1	-14	-1
> NNC(=O)CN1C(=O)Nc2ccc(Cl)cc2C1c1ccccc1 (centres undefined)
→ -1.3	-3	0.9	-5	-1	-4	-9	-3	-2	-5	4
> COc1ccc(CNC(=O)C2CC(=O)N(c3ccc(OCC(=O)N4CCCCC4)cc3)C2)cc1 (centres undefined)
→ 0.4	-4	-0.1	-3	7	1	i	1	-2	-11	0
> COc1ccc(C(=O)Nc2ccc(C(=O)Nc3nccs3)cc2)cc1[N+](=O)[O-]
→ 1.2	-2	1.7	14	-5	2	1	-3	-5	7	-2
> COc1cccc(CN(C)C(=O)c2cccnc2SC)c1OC
→ 2.4	1	1.1	8	6	-12	2	-1	-1	-5	-2
> COc1ccc(Cl)cc1NC(=O)CN(C)C(=O)CCCNC(=O)c1ccc(Cl)cc1
→ -1.4	-1	1.1	8	5	8	-6	-3	-4	-9	-4
> COc1cc(CNCCO)cc(Br)c1OCc1ccccc1
→ -2.4	-3	0.8	-12	-3	2	207	-5	-1	-2	5
> CC(=O)C1=C(O)C(=O)N(Cc2ccccc2)C1c1ccc(Br)cc1 (centres undefined)
→ -1.0	1	0.4	-18	-9	6	-8	-5	-4	6	1
> CC(C)(C)NC(=O)C(=O)NNC(=O)C12CC3CC(CC(C3)C1)C2
→ -1.2	0	0.5	·	-9	-3	750	0	5	3	-2
> CCN(CC)Cc1cc(C(=O)O)c(-c2ccccc2)o1
→ -0.8	0	0.2	13	21	12	98	-4	0	-2	·
> Cc1c(N2CCCC2)cc2c(c1N)C(C)(C)CC2(C)C
→ 0.2	0	-1.2	5	-13	-1	-4	-3	-3	-8	8

The list goes on.
Each structure is followed by: CDK5 inh	Keap1-Nrf2 PPI	LANA DNA inh	PfHsp90 set2	PvdQ inh	Rtt109 HAT inh	Mot1-301 SUMO	Cardiac RTF inh	RTF Ca sens act	dFosB activator	NSD2 HMT inh
> CCc1ccc(OCCCC(=O)O)c(Br)c1
→ 0.9	0	0.5	10	-15	8	-6	2	-3	-1	3
> COC(=O)c1ccc(C(=O)N(CCN(C)C)c2nc3c(Cl)cccc3s2)cc1
→ 0.5	-2	2.6	-25	-14	-2	-21	0	-1	-8	2
> O=C(Nc1ccccc1C(=O)NCc1ccco1)NC1CCCCC1
→ -1.8	1	-0.8	-14	-2	-2	115	-2	-6	-8	1
> Cc1ccc(S(=O)(=O)Oc2ccc(/C=N/NC(=O)c3nn(C)cc3[N+](=O)[O-])cc2)cc1
→ -0.3	-5	-1.5	-26	-7	12	23	-2	0	-4	-1
> CC(C)(C)C(=O)CC(=O)Nc1ccc(Cl)c(N)c1
→ 2.2	-5	-1.5	-34	-15	·	-5	-7	4	3	0
> CCSc1nnc(NC(=O)CN(C)S(=O)(=O)c2ccc(F)cc2)s1
→ -0.4	-2	-1.4	19	-1	-10	3	-8	4	4	-3
> CCOC(=O)C(NC(=O)c1cccnc1)(Nc1cccc(C)n1)C(F)(F)F (centres undefined)
→ -0.6	0	1.2	23	-9	-5	-9	-8	-5	6	0
> COc1ccccc1N/N=C/c1c(CO)cnc(C)c1O
→ 0.7	-2	-0.2	22	-5	4	5	-4	5	-12	·
> CC(Cc1ccccc1)NC(=O)/C=C/c1ccc([N+](=O)[O-])cc1 (centres undefined)
→ -0.9	2	-2.0	13	3	-2	3	-3	2	-3	-2
> Cc1cccc(Nc2ccc(C(=O)O)cc2[N+](=O)[O-])c1C
→ 1.6	1	4.8	-13	14	5	-5	-3	-2	8	8
> Cc1ccc(-n2ccc(=O)c(-c3ccnc(SCc4cccc(Cl)c4)n3)n2)cc1
→ 1.1	-8	-1.9	-26	3	-1	8	0	-4	9	-1
> C=CCCCCCCCCC(=O)NNC1CC(=O)N(c2ccccc2)C1=O (centres undefined)
→ 0.6	-2	1.5	3	-15	-1	3	2	-2	0	-2

Only Rtt109 HAT inh, LANA DNA inh and PfHsp90 set2, for some of the entries so far:
SMILES	Rtt109 HAT inh	LANA DNA inh	PfHsp90 set2
Cc1ccc(NC(=S)NNc2ccc([N+](=O)[O-])cc2S(=O)(=O)Nc2ccccc2C(=O)O)cc1C	-4	4.7	-16
COc1ccc(NC(=O)CCCC2CCCCC2)c(OC)c1	-10	-0.6	6
